Bioassay records (PubChem)
Mdm2 ligase inh: inhibitors of human Mdm2 E3 ubiquitin ligase. Q00987. cell-based MDM2 ubiquitination luciferase reporter, 2 h; 0 = plate control, 100 = twice control, blank-subtracted. signal enhancement, % at 5 µM. 210,000 compounds, 0.11% hits. AID 1230;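 active = signal enhancement of 30% or more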;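 note: luminescence tracks abundance of the self-degrading MDM2-luciferase fusion protein; higher signal means inhibition of MDM2 E3 ligase activity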
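system = mammalian cells stably expressing self-ubiquitinating, self-degrading MDM2 E3–luciferase fusion | quantity = 2000 cells per well seeded | incubation = 4 h cell settling then 2 h compound exposure, 37 °C | signal = SteadyLite luminescence, 15 min reagent step | benchmarks = plate control and blank wells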
BaF3 parental: reduces parental Ba/F3 cell viability, JAK2V617F counter-screen | 220,000 compounds, 1.1% hits | AID 1486 | inhibition, % at 5.6 µM | CellTiter-Glo ATP luminescence;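 active = inhibition above a per-campaign cutoff, the mean inhibition of all tested compounds plus 3 SD, cut at about 27% in these data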;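 note: 0% = DMSO wells and 100% = JAK Inhibitor I control wells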
NPY-Y2 PAM-ag: human NPY-Y2 potentiation or agonism, primary screen; P49146; cells expressing NPY-Y2, potentiator/agonist read-out; activation, % at 3.6 µM; 220,000 compounds, 0.45% hits; AID 1359; in the data active = activation above about 27%;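 note: cells stimulated with NPY near EC25 plus isoproterenol at EC100; 0% = vehicle plus submaximal agonist and 100% = vehicle plus saturating agonist; some results beyond the cut were filed as inactive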
PERK inh: human PERK inhibition, primary cell-based screen; CHO PERK-DD fusion, SEAP luminescence translation reporter; 220,000 compounds, 0.17% hits; AID 1416; inhibition, % at 5.6 µM; Q9NZJ5;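 active = inhibition above the mean inhibition of all tested compounds plus 3 SD, set separately per screening campaign, cut at about 2.9% in these data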;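 note: PERK kinase domain activated by AP20187 dimerizer at 100 nM; 0% = DMSO with dimerizer and 100% = rapamycin at 8.4 µM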
Target sequence (Q9NZJ5 whole entry, looked up, the tested form may be a part): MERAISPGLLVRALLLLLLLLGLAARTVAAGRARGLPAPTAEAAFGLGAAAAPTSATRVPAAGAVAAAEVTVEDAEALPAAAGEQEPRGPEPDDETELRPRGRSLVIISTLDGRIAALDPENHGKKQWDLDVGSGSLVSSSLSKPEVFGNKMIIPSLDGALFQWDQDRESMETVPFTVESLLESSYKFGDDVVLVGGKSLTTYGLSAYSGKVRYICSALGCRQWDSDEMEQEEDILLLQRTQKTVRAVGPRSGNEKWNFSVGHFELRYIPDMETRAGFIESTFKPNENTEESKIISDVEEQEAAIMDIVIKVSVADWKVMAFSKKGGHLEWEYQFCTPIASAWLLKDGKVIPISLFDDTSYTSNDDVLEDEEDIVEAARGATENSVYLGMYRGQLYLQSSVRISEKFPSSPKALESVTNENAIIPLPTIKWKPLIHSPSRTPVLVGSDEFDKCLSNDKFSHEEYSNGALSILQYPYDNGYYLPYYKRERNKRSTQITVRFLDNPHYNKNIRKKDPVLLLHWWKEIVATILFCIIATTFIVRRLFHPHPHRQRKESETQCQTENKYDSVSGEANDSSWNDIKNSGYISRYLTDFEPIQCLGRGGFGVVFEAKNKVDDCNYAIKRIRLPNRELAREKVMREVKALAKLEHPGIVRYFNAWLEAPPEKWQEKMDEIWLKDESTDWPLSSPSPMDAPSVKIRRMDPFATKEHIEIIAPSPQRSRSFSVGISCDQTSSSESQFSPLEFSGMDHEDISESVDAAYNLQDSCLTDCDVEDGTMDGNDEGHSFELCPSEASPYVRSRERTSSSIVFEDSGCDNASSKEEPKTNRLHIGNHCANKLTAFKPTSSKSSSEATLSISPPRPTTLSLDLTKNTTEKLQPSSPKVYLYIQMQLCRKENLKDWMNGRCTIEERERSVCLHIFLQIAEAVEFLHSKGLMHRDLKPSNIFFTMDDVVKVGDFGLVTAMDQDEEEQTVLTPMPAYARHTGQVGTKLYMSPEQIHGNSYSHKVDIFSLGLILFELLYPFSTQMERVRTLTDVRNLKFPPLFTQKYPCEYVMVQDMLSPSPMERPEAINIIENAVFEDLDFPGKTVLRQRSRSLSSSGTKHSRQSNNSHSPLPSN
S1P4 ag: activates the human S1P4 receptor. O95977. S1P4-expressing cell line, agonist reporter assay. activation, % at 4.98 µM. 220,000 compounds, 0.35% hits. AID 1509; in the data active = activation above about 11%;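 note: 0% = DMSO vehicle and 100% = reference agonist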
S1P4 antagonist: human S1P4 receptor antagonism. S1P4-expressing cells, antagonist mode, reporter read-out. 220,000 compounds, 0.26% hits. O95977. inhibition, % at 4.98 µM; in the data active = inhibition above about 29%;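 note: 0% = wells stimulated with agonist and 100% = vehicle wells without agonist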
Ba/F3 V617F tox: lowers viability of Ba/F3 cells expressing EpoR and JAK2V617F | ATP luminescence | inhibition, % at 5.6 µM | 220,000 compounds, 1.1% hits | AID 1446;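 active = inhibition above the campaign mean plus 3 SD over all tested compounds, cut at about 24% in these data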;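 note: cytokine-independent growth of Ba/F3 cells driven by EpoR plus mutant JAK2; 0% = DMSO-treated cells and 100% = JAK inhibitor I control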
Wee1 degr inh: blocks degradation of human Wee1 kinase; P30291; HeLa Luc-Wee1K328M stability, luciferase luminescence; 100% = proteasome inhibitor MG132 effect; reporter increase, % at 5 µM; 220,000 compounds, 1.2% hits;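 active = activation above the mean of all tested compounds plus 3 SD, set per screening run, cut at about 8.8% in these data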;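 note: cells exposed to compound for 20 h before luminescence read; 0% = DMSO alone and 100% = MG132 at 30 µM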
eIF4E 4G PPI: inhibitors of eIF4E and eIF4G interaction in translation initiation; P63073+Q04637; AID 782; inhibition, % at 21.7 µM; 220,000 compounds, 0.37% hits; TR-FRET eIF4E-eIF4GI(517-606) binding, 2 h;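 active = inhibition above about 30%, limit read from the data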;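 note: 0% = full FRET control wells and 100% = background wells lacking eIF4GI fragment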
Active calls of the source: *; · = not tested or not shown; [ ] = remark or other dose.

SMILES	Mdm2 ligase inh	BaF3 parental	NPY-Y2 PAM-ag	PERK inh	S1P4 ag	S1P4 antagonist	Ba/F3 V617F tox	Wee1 degr inh	eIF4E 4G PPI
COC(=O)c1sc(S(=O)(=O)N2CCC(C)CC2)c(C(=O)OC)c1C	-10	2	13	0.3	1.9	-1	-3	-1	0
CCOC(=O)c1cc(-c2ccccc2)sc1NC(=S)Nc1cc(C)ccn1	-13	8	4	1.3	2.4	-7	1	-2	·
CN(C)CCSc1nc(-c2ccccc2)nc2c1CCCC2	-4	0	-47	-1.0	0.2	2	-1	-2	1
C/C(=N\NC(=O)CSCc1ccc(Cl)cc1)c1ccc(NC(=O)c2ccccc2)cc1	-14	4	-2	0.0	-4.7	-14	-3	0	-1
O=C(Nc1ccc(O)c(C(=O)O)c1)c1ccc2c(c1)C(=O)N(CC1CCCO1)C2=O (centres undefined)	-4	4	16	0.7	-1.6	-14	-1	-1	-2[fluorescence artefact?]
CCOC(=O)N1CCN(c2c(NCCc3ccc(OCC)c(OCC)c3)c(=O)c2=O)CC1	-12	1	3	0.0	0.8	-18	2	-3	3
COc1cc(NC(=O)Cn2cnc3sc(C)c(S(=O)(=O)N4CCN(C)CC4)c3c2=O)cc(OC)c1OC	-21	1	-13	1.5	0.5	6	1	-1	6
O=C(O)c1cccc2c(/C=N/Nc3ccccn3)c[nH]c12	-6	4	-8	0.6	-0.3	6	-2	5	-7
CCCOc1ccc(NC(=O)CC2Nc3ccccc3NC2=O)cc1 (centres undefined)	-27	7	4	0.9	-0.7	1	-1	0	-4
COC(=O)c1ccccc1NC(=O)C1CC(=O)N(C2CCCCC2)C1 (centres undefined)	-9	4	2	0.0	-0.2	-6	2	3	-3
O=C(CN1CCSCC1)N/N=C/c1cccc(Cl)c1	-62	2	2	0.7	2.5	-18	2	1	1
C=CCn1c2ccccc2c2nnc(SCc3ccc4nonc4c3)nc21	-2	0	23	-0.1	2.5	-12	-1	0	-11
CC(=O)C1=C(O)C(=O)N(c2cc(C(C)(C)C)on2)C1c1ccc(Br)cc1 (centres undefined)	-5	3	6	0.3	-1.2	-17	-4	-3	2
S=C(NCc1ccc(Cl)cc1)NC1CCCCC1	-7	1	7	0.6	0.4	11	-3	4	1
Cc1ccn(C(=O)c2ccc(NC(=O)CC(C)C)cc2)n1	6	0	-5	0.5	-1.4	-8	-4	-2	-1
O=C(N/N=C/c1cccnc1)c1ccc(S(=O)(=O)N2CCCCCC2)cc1	0	-1	11	-0.7	-1.3	-5	-1	5	-5
O=[N+]([O-])c1cc(S(=O)(=O)Nc2cccc(C(F)(F)F)c2)ccc1-n1nnc2ccccc21	2	1	-14	0.7	-1.1	-6	-5	-3	-13
Cc1ccc2c(c1)S/C(=C/c1ccc[n+](C)c1)N2CCO	-10	71*	7	1.5	0.1	-5	88*	0	1
CCc1c(C)sc(NC(=S)Nc2cccnc2)c1C(=O)OC	-13	7	-2	1.6	-0.2	8	-1	0	1
CCCc1nnc(SCC(=O)N2CCOCC2)n1C	8	-4	6	1.4	0.8	-12	-4	7	3
CCNC(=S)N/N=C(\C)c1ccc(Cl)s1	5	8	2	0.0	-1.4	-11	1	-1	-10
NC(=O)CSc1nc2sc(-c3ccccc3)cc2c(=O)n1N	-5	6	-2	-2.0	1.5	-8	4	-2	0
O=C(O)CSc1ncnc2c1sc1nc(-c3ccccc3)c3c(c12)CCC3	-10	3	4	0.6	0.7	6	1	-2	18
CCOC(=O)CNC(=O)N1CCCC(CCC(=O)NCc2ccc(F)c(F)c2)C1 (centres undefined)	-18	7	-3	1.1	-2.0	4	1	-2	2
COc1cc(/C=N/NC(=O)COc2ccc(Cl)cc2)ccc1OS(=O)(=O)c1ccc(C)cc1	-5	3	-8	-2.1	0.0	15	-1	1	-1
O=C(CCCSc1nc2ccccc2[nH]1)Nc1nnc(C2CC2)s1	4	0	-3	0.0	0.7	-1	-3	0	3
COc1ccc(C(=O)CCC(=O)O)c(C)c1	-18	1	-7	-0.4	0.7	8	-2	-1	-11
Cc1ccc(-n2c(C)cc(/C=C3/SC(=O)N(CC(=O)N4CCOCC4)C3=O)c2C)nc1	-9	0	3	-0.9	0.8	0	-7	4	2
COc1ccc(Br)cc1-c1noc(-c2ccccc2F)n1	·	2	-8	1.9	0.1	-13	-1	-2	-6
CCOC(=O)c1cccc(NC(=O)C2CCCN(S(=O)(=O)c3c(C)n[nH]c3C)C2)c1 (centres undefined)	-12	2	7	0.4	-1.1	4	-2	-2	-6
COc1ccccc1CNC(=O)CN(c1ccc(C)cc1)S(=O)(=O)c1c(C)nn(C)c1C	12	3	10	-0.3	-0.4	2	1	-1	6[fluorescence artefact?]
COc1ccc(CC/C(=N\O)C2(O)CCCCC2)cc1	-23	2	-3	0.0	1.5	-18	-2	2	5
Cn1c(SCC(=O)N/N=C/c2ccc(O)c(O)c2)nc2ccccc21	-4	-3	-18	0.0	1.1	4	1	3	5
O=C(CSc1cn(CC(=O)N2CCCC2)c2ccccc12)NCC1CCCO1 (centres undefined)	-8	4	-3	0.0	0.7	-20	-1	-1	0
COC(=O)Nc1ccc(NC(C)=O)cc1	-7	0	1	1.0	1.0	-317	-1	-2	-2[fluorescence artefact?]
COc1ccc(Cn2nnc3c(=O)[nH]c(C(=O)NCCc4ccc(F)cc4)nc32)cc1OC	-11	-5	-3	2.6	0.1	6	-5	-2	5
Cc1cccc(-n2c(SCN3C(=O)c4ccccc4C3=O)nc3ccccc3c2=O)c1	-11	3	-9	-0.6	2.4	-10	-2	3	8
Cc1ccccc1C(=O)NNc1ccc([N+](=O)[O-])cc1	-11	1	-1	-1.2	1.4	-1	-2	8	-1
Cc1nn(CCCC(=O)NCc2ccccc2)c(C)c1[N+](=O)[O-]	40*	5	7	-0.8	1.2	-16	-2	1	1
Cc1ccc(C(=O)c2ccc([N+](=O)[O-])cc2)c(C)c1	-31	1	-16	0.8	-3.2	-2	-2	-2	8
COc1ccc(NC(=O)C2=Cc3cccc(OC)c3OC2)cc1	-25	2	-2	0.8	1.5	-9	0	-1	1
Cc1ccc(C2(C)NC(=O)N(CC(=O)Nc3cc(C)on3)C2=O)cc1 (centres undefined)	-9	1	4	0.7	0.4	5	0	0	-4
O=C(O)/C=C/C(=O)Nc1cccnc1	-24	8	-8	0.9	-1.8	6	4	2	4
CC1CCc2sc3ncn4nc(C(=O)NCc5ccco5)nc4c3c2C1 (centres undefined)	-9	-2	12	0.1	-1.8	-8	-4	2	-3
Cc1ccc(-n2c(CC#N)n[nH]c2=S)c(C)c1	-7	-2	-1	-1.1	0.7	3	1	8	-2
CCOC(=O)C1C(=O)CC(C)(O)C(C(=O)OCC)C1c1ccc(NC(C)=O)cc1 (centres undefined)	-24	3	9	0.1	0.7	-7	-2	2	-3
Cc1ccc(Cn2nc(C)c(NC(=O)c3nn(C)cc3Cl)c2C)cc1	5	2	-11	-0.1	1.2	4	-1	0	2[fluorescence artefact?]
O=S(=O)(c1ccccc1)N1CCN(Cc2ccccc2C(F)(F)F)CC1	-11	2	-9	0.8	-1.2	12	-2	-1	-6
CCSc1nnc(NC(=O)NCC(F)(F)F)s1	-9	1	7	0.7	-0.4	4	-1	0	-7
CCCCS(=O)(=O)NC1=NCN(CC)CN1	-11	4	-3	0.4	1.2	-9	0	-1	0
S=C(Nc1ccccc1)Nc1cccc(Br)c1	-5	1	-8	-0.2	1.5	0	-4	-4	-5
COc1cccc(-c2csc(N3CCN(C(=O)Nc4ccc(Cl)cc4)CC3)n2)c1	4	2	2	0.5	0.9	4	6	1	2
CN1CCN(S(=O)(=O)c2ccc(C(=O)Nc3ccccc3)cc2)CC1	0	2	11	-0.2	-2.2	-17	-2	0	4
Cc1ccc(NC(=O)Nc2ccc(Cl)cn2)cc1	-1	3	6	2.3	0.6	-18	0	11*	6
CCn1c(=O)cc(OCC(=O)NCCc2cccc(C)c2)c2ccccc21	-1	4	1	0.8	-1.0	2	4	2	2
COc1ccccc1N=Nc1[nH]c2ccc(C)cc2c1O	6	1	23	1.2	0.4	-10	-3	2	10
Cc1nnc(SCC(=O)Nc2ccc(-c3nc4ccccc4s3)cc2)s1	-55	2	7	1.7	-0.3	-5	-2	2	21
O=C(c1ccc2c(c1)OCO2)C1CCCN(Cc2cn[nH]c2-c2ccccc2)C1 (centres undefined)	-2	3	-25	0.6	-0.8	10	3	2	0
CCOC(=O)N1CCN(Cc2cc(=O)oc3cc4c(cc23)CCC4)CC1	-7	2	-24	-1.0	1.2	-12	1	-2	-1
CCOc1ccc(CSCCNC(=S)Nc2ccccc2)cc1	-17	8	-5	-0.5	-0.2	-13	7	-1	-8
The list continues.
SMILES	Mdm2 ligase inh	BaF3 parental	NPY-Y2 PAM-ag	PERK inh	S1P4 ag	S1P4 antagonist	Ba/F3 V617F tox	Wee1 degr inh	eIF4E 4G PPI
CC1=C(C(=O)O)N2C(=O)C(NC(=O)c3ccn(C)n3)C2SC1 (centres undefined)	-16	5	1	0.8	0.8	-11	6	1	0
CCOC(=O)C(NC(=O)c1ccccc1OCC)(Nc1ncccn1)C(F)(F)F (centres undefined)	20	-1	0	-0.9	-1.5	7	-2	-1	5
Cc1[nH]c(=O)[nH]c(=O)c1CSCC(=O)OCC(=O)c1ccc(Br)cc1	-11	2	-1	1.0	1.4	-8	0	0	0
CCN(CC)c1ccc(C(=O)NC(=S)Nc2cc(S(=O)(=O)N3CCOCC3)ccc2-n2cncn2)cc1	-6	9	4	-0.2	-1.2	-17	4	-1	-3
C(=N\Nc1nc2ccccc2[nH]1)/c1cccs1	-13	-1	-21	0.2	2.4	-4	-3	1	6[fluorescence artefact?]
CCOC(=O)c1c(NC(=O)CSc2nnc3c(Cl)cc(Cl)cn23)sc2c1CCC2	-7	4	-3	-0.5	-0.2	0	-1	0	-2
CC1(C)CC(=O)c2cc(OCC(=O)N3CCOCC3)ccc2O1	-21	6	-3	-0.6	-2.0	-16	0	4	-3
COc1cccc(CNCc2ccc(SC)cc2)c1OC	-30	-1	-3	0.0	-1.2	0	-4	-2	2[fluorescence artefact?]
Cc1cc(C)n(C(C[N+](=O)[O-])c2ccc(Cl)cc2)n1 (centres undefined)	-15	5	1	1.2	1.1	18	2	3	3
C=CC(=O)NCCCc1cc(C(C)(C)C)c(O)c(C(C)(C)C)c1	-10	8	4	-0.3	-1.6	-5	3	-2	-3
Cc1ccccc1-n1c(C)nnc1SCC(=O)N(C)C1CCS(=O)(=O)C1 (centres undefined)	-10	6	-17	0.6	-0.5	12	1	2	-2
Cc1sc2ncnc(N3CCN(C(=O)c4ccco4)CC3)c2c1C	-3	0	-9	-1.2	0.6	3	3	-3	-1

Ordered by SMILES length (descending): some entries from above.
SMILES	Mdm2 ligase inh	BaF3 parental	NPY-Y2 PAM-ag	PERK inh	S1P4 ag	S1P4 antagonist	Ba/F3 V617F tox	Wee1 degr inh	eIF4E 4G PPI
Cc1[nH]c(=O)[nH]c(=O)c1CSCC(=O)OCC(=O)c1ccc(Br)cc1	-11	2	-1	1.0	1.4	-8	0	0	0
CC1=C(C(=O)O)N2C(=O)C(NC(=O)c3ccn(C)n3)C2SC1 (centres undefined)	-16	5	1	0.8	0.8	-11	6	1	0
CC1(C)CC(=O)c2cc(OCC(=O)N3CCOCC3)ccc2O1	-21	6	-3	-0.6	-2.0	-16	0	4	-3
